Compound activity from PubChem.
yeast mlh1 rad18 = NCI yeast anticancer drug screen, S. cerevisiae mlh1 rad18 strain; % growth inhibition at 50 µM; 11% of 79,000 active; AID 175, 2004;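 note: 0% = growth of vehicle-only cultures of the same strain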
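Genetically defined yeast (DNA repair-deficient) exposed to compounds; growth inhibition determined relative to vehicle.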
bub3 = NCI yeast anticancer drug screen, S. cerevisiae bub3 mutant strain; AID 167, 2004; growth inhibition, % at 50 µM; 9.9% of 78,000 active;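 note: 0% = growth of vehicle-only cultures of the same strain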
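Compounds were applied to a genetically altered yeast strain carrying a cell-cycle control defect. Growth inhibition was scored against vehicle-treated controls.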
rad50 = NCI yeast anticancer drug screen, S. cerevisiae rad50 strain. AID 155, 2004. growth inhibition, % at 50 µM. 10% of 79,000 active;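 note: 0% = growth of vehicle-only cultures of the same strain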
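Growth of the mutant yeast was measured after compound exposure and referenced to vehicle-treated cultures.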
mec2-1 = NCI yeast anticancer drug screen, S. cerevisiae mec2-1 strain | 9% of 79,000 active | % growth inhibition at 50 µM;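 note: 0% = growth of vehicle-only cultures of the same strain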
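Yeast mec2-1 mutant treated with compound. Readout: growth inhibition vs vehicle controls.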
yeast cln2 rad14 = NCI yeast anticancer drug screen, S. cerevisiae cln2 rad14 strain | growth inhibition, % at 50 µM | 8.3% of 78,000 active;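 note: 0% = growth of vehicle-only cultures of the same strain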
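Yeast carrying cln2 and rad14 alterations (cell cycle control and DNA damage repair) were exposed to compounds. Growth inhibition was measured against vehicle-treated controls.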
sgs1 mgt1 = NCI yeast anticancer drug screen, S. cerevisiae sgs1 mgt1 strain | % growth inhibition at 50 µM | 10% of 78,000 active | AID 161, 2004;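 note: 0% = growth of vehicle-only cultures of the same strain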
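Yeast cells carrying a defined DNA-repair defect were exposed to test compounds. Growth inhibition was measured relative to vehicle-treated controls.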
Starred values were filed as active, the others as inactive; . = no result given; & = joins results of further samples. Cut-off read from the data, not from the text of the source: active = growth inhibition above about 70%; inactive = the rest.

item	mol	yeast mlh1 rad18	sgs1 mgt1	mec2-1
1	On1cnc(=S)c2[nH]cnc21	8	9	2
2	O=C1C(=O)c2ccccc2C(O)=C1CC=C(Cl)Cl	-34	-6	6
3	NC(=O)CCCCCCCCCCBr	42	9	21
4	O=S(=O)(NCCNS(=O)(=O)c1ccccc1)c1ccccc1	4	10	-14
5	Cc1ccc(NC(=O)N2CCCCC2)cc1NC(=O)N1CCCCC1	11	28	-10
6	C/C(=N/Nc1ccc([N+](=O)[O-])cc1[N+](=O)[O-])C1=CCCCC1	-5	-1	-1
7	COc1ccc(Cc2cc3c(cc2OCC(=O)N2CCOCC2)OCO3)cc1	-3	-4	-10
8	CNC(=O)C1=CN(Cc2c(Cl)cccc2Cl)C=C(C(=O)NC)C1	11	16	23
9	CCCC(=O)Nc1ccc(O)cc1	-8	-14	-30
10	CCOC1=C/C(=N\NC(N)=O)CCC1	0	-1	7
11	COc1ccc2c(c1)CCC1=C/C(=N\NC(N)=O)CCC12C (centres undefined)	45	48	27
12	OCCn1cnc2c(SCc3ccccc3)ncnc21	-27	-23	-28

item	yeast cln2 rad14	rad50	bub3
1	2	-7	-7
2	-33	-4	30
3	20	16	23
4	-45	-10	2
5	7	-6	19
6	-5	0	3
7	-38	-3	20
8	10	10	12
9	10	2	-10
10	28	9	4
11	43	50	43
12	-10	-28	-48

In the list so far, these have sulfur:
item	mol	yeast mlh1 rad18	sgs1 mgt1	mec2-1
1	On1cnc(=S)c2[nH]cnc21	8	9	2
4	O=S(=O)(NCCNS(=O)(=O)c1ccccc1)c1ccccc1	4	10	-14
12	OCCn1cnc2c(SCc3ccccc3)ncnc21	-27	-23	-28

item	yeast cln2 rad14	rad50	bub3
1	2	-7	-7
4	-45	-10	2
12	-10	-28	-48

(further entries)
item	mol	yeast mlh1 rad18	sgs1 mgt1	mec2-1
13	CC(=O)c1ccc(Cc2cc([N+](=O)[O-])cc([N+](=O)[O-])c2)cc1	0	11	-7
14	Nc1nc2ncc(COc3ccc(C(=O)O)cc3)nc2c(=O)[nH]1	14	32	3
15	O=C(C[n+]1cc(Br)cc(Br)c1)c1ccc(-c2ccccc2)cc1	56	52	30
16	CC1(C)CC(=O)C(C(c2ccc3c(c2)CCC3)C2C(=O)CC(C)(C)CC2=O)C(=O)C1	-21	-31	-28
17	S=C(Nc1ccccc1)Nc1ccc(NC(=S)Nc2ccccc2)cc1	-52	-4	0
18	CC(C(=O)O)N1CN(/N=C/c2ccc(Cl)cc2Cl)C(N)=NC1(O)CCl (centres undefined)	33	49	28
19	Cc1[nH]ccc2c(C)c3nc4ccccc4c3cc12	90*	90*	88*
20	C1=C(c2ccccc2)C(c2ccc(OCCN3CCCCC3)cc2)Oc2ccccc21 (centres undefined)	100*	98*	99*
21	CSC(=S)N/N=C\C(C)=N/N=C(N)N	94*	85*	75*
22	CCCC(/C=C/C(C)C)(C(=O)OCC)C(=O)OCC	50	30	22
23	COc1cc2c(cc1N)-c1ccccc1C2	21	1	-14
24	Oc1ccc(Br)cc1-c1nc2cc(Cl)c(Cl)cc2nc1-c1cc(Br)ccc1O	81*	89*	86*

item	yeast cln2 rad14	rad50	bub3
13	-46	-3	0
14	-16	19	53
15	11	22	-4
16	24	-18	-26
17	-5	8	-8
18	20	47	-1
19	83*	90*	89*
20	98*	99*	99*
21	19	94*	86*
22	-27	-13	43
23	30	6	5
24	86*	81*	82*

(further entries)
item	mol	yeast mlh1 rad18	sgs1 mgt1	mec2-1
25	O=C1c2ccccc2C(=O)N1CCSCCSCCN1C(=O)c2ccccc2C1=O	10	13	-14
26	COc1ccc(Cl)cc1NC(=O)O/N=C(\Cl)C(C)C	-74	11	8
27	Cn1cnc([N+](=O)[O-])c1Sc1nnc(-c2ccc(Cl)cc2)n1C	39	17	26
28	O=C(c1ccc(C(=O)N(c2ccccc2)C2CCCCC2)cc1)N(c1ccccc1)C1CCCCC1	17	-8	8
29	OC(c1ccccn1)C(O)c1ccccn1 (centres undefined)	3	-1	-4
30	C#CC1(OC(=O)Nc2cc3ccccc3o2)CCCCC1	33	-11	-5
31	O=C(NC(Cc1ccc(O)cc1)C(=O)NC(Cc1ccccc1)C(=O)O)OCc1ccccc1 (centres undefined)	-1	34	6
32	CNC(=S)NNC1=NCCCN1	-10	-26	-10
33	N#C/C(=C1\OC(N)=C(c2ccc(Cl)cc2)C1=O)c1ccc(Cl)cc1	9	7	-8
34	O=[N+]([O-])c1ccc(N/N=C2/C(=C/c3cccc4ccccc34)CCc3ccccc32)c([N+](=O)[O-])c1	-20	-21	-16
35	C=CCNC(=S)NNC(=O)c1c(C)nc2sccn12	-6	-12	-11
36	CC1CCC2(C)OC1OC2CN (centres undefined)	-5	-2	3

item	yeast cln2 rad14	rad50	bub3
25	15	-3	-7
26	16	-4	25
27	20	28	21
28	-9	4	-6
29	-9	-3	-6
30	0	4	4
31	-36	-17	-4
32	14	-48	10
33	18	3	2
34	-33	-14	38
35	0	-5	-14
36	-1	1	0

(more compounds)
item	mol	yeast mlh1 rad18	sgs1 mgt1	mec2-1
37	COc1cccc2c1C(=O)c1c(O)c(COC3CC(N)C(O)C(C)O3)cc(O)c1C2=O (centres undefined)	98*	99*	73*
38	CC12CCC(O)CC1CCC1C2CCC2(C)C(NC(=O)N(CCCl)N=O)CCC12 (centres undefined)	95*	93*	80*
39	CC(=O)c1cccc(NC(=O)C(=O)C(C2OC(=O)c3ccccc32)[N+](=O)[O-])c1 (centres undefined)	8	18	12
40	Clc1ccc(OCCC(Cn2ccnc2)c2ccc(Cl)cc2Cl)c(Cl)c1 (centres undefined)	56	58	56
41	CCC1CCC(CC)C1=O (centres undefined)	43	52	94*
42	CCCC(NC(=O)OCc1ccccc1)C(=O)NC(Cc1ccccc1)C(N)=O (centres undefined)	0	-3	-1
43	CCOC(=O)CN(CC(=O)OCC)c1ccc(C(C)=O)cc1	26	18	12
44	COc1cc(C=Nc2ccc(Cl)cc2)ccc1O	-43	-19	-26
45	C=C(CC)C(=O)c1ccc(OCC(=O)O)c(Cl)c1Cl	-8	17	-16
46	[Mn].[NH-]C(CSSCC(N)C(=O)O)C(=O)O (centres undefined)	9	-1	0
47	NNC(=O)c1cc2ccccc2cc1O	62	28	2
48	OCCCCCCO	12	16	-16

item	yeast cln2 rad14	rad50	bub3
37	51	97*	98*
38	66	91*	57
39	11	5	3
40	64	66	48
41	37	94*	97*
42	-34	-6	-6
43	-4	5	19
44	-21	-36	-25
45	16	15	20
46	6	-2	23
47	-10	49	44
48	-17	-3	4

Following part:
item	mol	yeast mlh1 rad18	sgs1 mgt1	mec2-1
49	COc1cc(C(C)c2cc3c(cc2OCCCCOc2cc4c(cc2C(C)c2cc(OC)c(OC)c(OC)c2)OCO4)OCO3)cc(OC)c1OC (centres undefined)	-30	-28	-11
50	CCOC(=O)C(N)CSC(=O)NC (centres undefined)	-49	16	-3
51	CC(=O)c1c2c(cc3c1CC1(Cc4cc5c(cc4C1)C(=O)CCC5)C3)CCCC2 (centres undefined)	14	9	-16
52	COc1ccc2c(c1C)CN1CCc3cc4c(cc3C1=C2)OCO4	61	.	17
53	Cc1ccc(S(=O)(=O)N/N=C2/CCC3(O)CC2(C)CCC2[C@H]3CC2(C)C)cc1 (some centres undefined)	71*	70*	57
54	O=S1(=O)CC=CC1	3	-8	3
55	CCC12Nc3ccc([N+](=O)[O-])cc3C(CC)(C1=O)C(c1ccccc1)=C2c1ccccc1 (centres undefined)	29	29	11
56	Nc1ncnc2c1cnn2Cc1ccccc1	2	5	-7
57	CC#CC#C/C=C1/C=CC2(CC=CO2)O1 (centres undefined)	30	10	8
58	CCOC(=O)C1Sc2ccccc2N=C1C (centres undefined)	3	-2	-16
59	O=C1/C(=C/c2ccc3c(c2)OCO3)CC/C1=C\c1ccc2c(c1)OCO2	-27	-20	5
60	CCOC(=O)c1[nH]c(Cc2[nH]c(C(=O)OCC)c(CC)c2C)c(C)c1CC	24	-5	-1

item	yeast cln2 rad14	rad50	bub3
49	6	-40	-15
50	3	25	21
51	8	-16	6
52	.	23	.
53	84*	67	75*
54	13	-10	12
55	29	32	2
56	-4	5	21
57	12	2	25
58	-1	0	-11
59	-56	-10	-14
60	-4	8	-5

The final 2 compounds of the part before come first, to join the parts.
item	mol	yeast mlh1 rad18	sgs1 mgt1	mec2-1
59	O=C1/C(=C/c2ccc3c(c2)OCO3)CC/C1=C\c1ccc2c(c1)OCO2	-27	-20	5
60	CCOC(=O)c1[nH]c(Cc2[nH]c(C(=O)OCC)c(CC)c2C)c(C)c1CC	24	-5	-1
61	O=C1c2ccccc2CCCC12OC2c1cccnc1 (centres undefined)	14	8	15
62	CC1=NN2C(=O)C(c3ccccc3)SC2=NC(C)(C)C1 (centres undefined)	-7	4	-19
63	Cc1ccc(NC(=O)N2CC(C)OC(C)C2)cc1[N+](=O)[O-] (centres undefined)	21	27	-21
64	Nc1nc(N)c(Cc2ccncc2)cc1Cc1ccncc1	-1	-3	-4
65	Nc1ncnc2c1ncn2C1SC(CO)C(O)C1O (centres undefined)	-3&5&15	36&4&3	-7&5&32
66	N#CC(C(=O)CCC(=O)C(C#N)c1ccccc1)c1ccccc1 (centres undefined)	-6	1	-15
67	C/C(=N\NC(N)=S)c1ccc(C2CCCCC2)cc1	95*	98*	96*

item	yeast cln2 rad14	rad50	bub3
59	-56	-10	-14
60	-4	8	-5
61	-17	-5	37
62	27	13	-9
63	-12	-10	19
64	9	-4	7
65	2&45&11	43&13&4	-4&-4&-21
66	6	-26	6
67	97*	97*	96*

Looked up above.
Under rad50, compound 67 reads 97*
Under rad50, compound 66 reads -26
Under mec2-1, compound 64 reads -4
Under yeast cln2 rad14, compound 62 reads 27

Profiles, quoted from the list.
Shown for CC1=NN2C(=O)C(c3ccccc3)SC2=NC(C)(C)C1 (centres undefined) = yeast mlh1 rad18: -7; sgs1 mgt1: 4; mec2-1: -19; yeast cln2 rad14: 27; rad50: 13; bub3: -9
Shown for On1cnc(=S)c2[nH]cnc21 = yeast mlh1 rad18: 8; sgs1 mgt1: 9; mec2-1: 2; yeast cln2 rad14: 2; rad50: -7; bub3: -7

Compounds were not picked by outcome. Share with any hit: about 14%.
